Vif-APOBEC3F blk = qHTS for Inhibitors of Vif-A3F Interactions: qHTS | 0.2% of 390,000 active | AID 602313, 2012 | Potency, µM (doses to about 46.1 µM), inactives show top-dose activity, negative = active | HeLa A3F-eYFP + Vif (tagged APOBEC3F with the HIV-1 protein that degrades it), YFP fluorescence increase; also: % of control where 0% means no effect; nearly all actives have a fitted effect of over 65% in size
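HeLa cells stably expressing A3F-eYFP plus Vif, plated and incubated overnight at 37 deg C, then exposed to compounds overnight at 37 deg C. Blocked degradation read as raised yellow fluorescence (Ex 488/Em 500-530).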
TrxR1 inh = qHTS Assay for Inhibitors of Mammalian Selenoprotein Thioredoxin Reductase 1 (TrxR1): qHTS; Thioredoxin reductase 1, cytoplasmic (Rattus norvegicus), O89049; AID 588453, 2011; Potency, µM (series often up to 114 µM), for inactives: top-dose activity change, negative = inhibition, hits mostly inhibitors; recombinant rTrxR1, NADPH fluorescence consumption, selenite substrate; 1% of 390,000 active; also: % is scaled to controls: 0 for no effect and ±100 for the full control effect; nearly all actives have a fitted effect of over 65% in size
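Rat TrxR1 (90 nM in the dispensed reagent) was pre-reduced with 400 uM NADPH for 5 min at room temperature, then incubated with compound for 15 min. After 400 uM selenite was added, NADPH fluorescence (Ex 340/Em 450 nm) was followed for 8 min.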
RGS4 inh = Inhibitors of Regulator of G Protein Signaling (RGS) 4: qHTS. Potency, µM (top dose mostly 114 µM), for inactives: at the highest dose activity change, negative = inhibition, actives largely listed as inhibitors. 0.039% of 390,000 active. Regulator of G-protein signaling 4 (Homo sapiens), P49798. AID 504845, 2011. Transcreener GDP fluorescence polarization, RGS4-accelerated GTP hydrolysis; also: % is scaled to controls: 0 for no effect and ±100 for the full control effect; nearly all actives have a fitted effect of over 75% in size; some results filed as inactive show a strong effect at the top dose
Target sequence (P49798 whole entry, looked up): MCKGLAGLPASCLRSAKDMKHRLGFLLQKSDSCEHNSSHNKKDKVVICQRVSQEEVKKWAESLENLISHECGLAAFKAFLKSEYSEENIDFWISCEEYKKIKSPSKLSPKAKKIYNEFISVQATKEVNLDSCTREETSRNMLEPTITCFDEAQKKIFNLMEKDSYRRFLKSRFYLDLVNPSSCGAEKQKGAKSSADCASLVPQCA
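MLSMR compounds (23 nl, pin-transferred) preincubated 10 min at room temperature with a 500nM (2x) first reagent, then RGS4 at 900nM (2x) plus Transcreener GDP mix added; fluorescence polarization (620/688 nm) read before and after 90 min at 30 °C.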
USP1-UAF1 inh = Inhibitors of USP1/UAF1: Primary Screen; Potency, µM (top dose mostly 57.1 µM), without a hit: at the highest dose activity change, negative = inhibition, usual class: inhibitors; 0.23% of 390,000 active; recombinant USP1/UAF1, Ub-Rhodamine cleavage fluorescence; Ubiquitin carboxyl-terminal hydrolase 1 (Homo sapiens), O94782; also: % is scaled to controls: 0 for no effect and ±100 for the full control effect; nearly all actives have a fitted effect of over 60% in size; inactives centre near -12
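In this screen, compounds sit with the deubiquitinase complex (1nM) for 15 min at room temperature before Ub-Rho is added at 150nM final. Fluorescence rise is then followed for 6 reads every 60 seconds.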
TrxR1 substrate = qHTS Assay for Substrates of Mammalian Selenoprotein Thioredoxin Reductase 1 (TrxR1): qHTS | 0.01% of 390,000 active | Potency, µM (doses to about 114 µM), for inactives: at the top dose activity change, negative = substrate turnover | purified TrxR1 substrate turnover, NADPH consumption readout | Thioredoxin reductase 1, cytoplasmic (Rattus norvegicus), O89049 | AID 588456, 2011; also: % is scaled to controls: 0 for no effect and ±100 for the full control effect; nearly all actives have a fitted effect of over 50% in size
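Rat TrxR1, dispensed at 90 nM, was prereduced with 400 uM NADPH (final) for 5 min at ~22 deg C, then incubated with compound 15 min before 400 uM selenite. A first-read NADPH fluorescence drop versus no-compound background flagged substrates.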
RXFP1 ag = qHTS Assay for Agonists of the Relaxin Receptor RXFP1 | 0.3% of 370,000 active | AID 2676, 2010 | Potency, µM (series often up to 57.5 µM), for inactives: at the top dose activation, actives largely listed as activators | HEK293T-RXFP1 cAMP TR-FRET, 30 min; response scale: percent of porcine relaxin response, buffer zero | Relaxin receptor 1 (Homo sapiens), Q9HBX9; also: % is scaled to controls: 0 for no effect and ±100 for the full control effect; nearly all actives have a fitted effect of over 60% in size; many of its hits are not listed in these tables
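cAMP rise read by TR-FRET after 30 min, 37C compound exposure (up to 58 uM) in RXFP1-transfected HEK293 cells with Ro 20174 present. EC50 from Hill-equation fits, with 29 nM porcine relaxin as 100% and buffer as basal.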
IDH1 R132H inh = qHTS for Inhibitors of mutant isocitrate dehydrogenase 1 (IDH1): qHTS. Isocitrate dehydrogenase [NADP] cytoplasmic (Homo sapiens), O75874. IDH1-R132H enzyme, NADPH consumption, diaphorase/resazurin fluorescence. AID 602179, 2012. 0.093% of 390,000 active. Potency, µM (top dose mostly 76.6 µM), for inactives: top-dose activity change, negative = inhibition, most hits filed as inhibitors; also: % is scaled to controls: 0 for no effect and ±100 for the full control effect; nearly all actives have a fitted effect of over 65% in size
Target sequence (O75874 whole entry R132H, stated change not applied): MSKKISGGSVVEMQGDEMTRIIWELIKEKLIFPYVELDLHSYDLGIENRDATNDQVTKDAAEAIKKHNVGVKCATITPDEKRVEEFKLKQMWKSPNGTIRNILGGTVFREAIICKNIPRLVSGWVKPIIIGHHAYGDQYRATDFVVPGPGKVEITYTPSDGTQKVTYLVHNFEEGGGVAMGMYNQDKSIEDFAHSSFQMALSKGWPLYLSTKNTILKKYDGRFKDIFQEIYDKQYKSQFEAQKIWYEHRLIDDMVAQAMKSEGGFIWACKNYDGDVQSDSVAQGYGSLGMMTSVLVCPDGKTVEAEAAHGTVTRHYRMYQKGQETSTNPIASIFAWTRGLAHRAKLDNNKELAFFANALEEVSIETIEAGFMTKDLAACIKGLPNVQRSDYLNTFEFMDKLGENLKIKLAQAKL
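IDH1-R132H (0.5 ug/mL dispensed) in pH 7.5 Tris buffer was preincubated 30 min with compound, then given a substrate mix of 0.016 mM NADPH and 2 mM alpha-KG for 80 min at room temperature; remaining NADPH was read by diaphorase/resazurin fluorescence.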
Vif-A3G inh = qHTS for Inhibitors of Vif-A3G Interactions: qHTS; DNA dC->dU-editing enzyme APOBEC-3G (Homo sapiens), Q9HC16; HeLa A3G-eYFP + Vif (tagged APOBEC3G with the HIV-1 protein that degrades it), YFP fluorescence, overnight; Potency, µM (series often up to 46.1 µM), inactives show top-dose activity, negative = active, usual class: inhibitors; 0.076% of 410,000 active;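 also: % is scaled to controls: 0 for no effect and ±100 for the full control effect; nearly all actives have a fitted effect of over 60% in size; hits raise eYFP signal because A3G escapes Vif-driven loss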
Target sequence (Q9HC16 whole entry, looked up): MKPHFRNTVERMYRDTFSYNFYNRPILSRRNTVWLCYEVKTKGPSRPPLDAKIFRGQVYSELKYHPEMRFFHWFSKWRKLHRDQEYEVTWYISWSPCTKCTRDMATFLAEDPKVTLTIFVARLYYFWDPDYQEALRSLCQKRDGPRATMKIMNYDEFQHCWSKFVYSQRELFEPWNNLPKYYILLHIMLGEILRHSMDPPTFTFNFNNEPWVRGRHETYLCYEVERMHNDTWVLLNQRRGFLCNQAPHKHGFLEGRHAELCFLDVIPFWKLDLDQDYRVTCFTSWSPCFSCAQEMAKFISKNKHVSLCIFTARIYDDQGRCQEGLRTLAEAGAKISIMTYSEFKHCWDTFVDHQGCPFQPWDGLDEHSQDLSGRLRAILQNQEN
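Read-out is eYFP fluorescence (Ex 488/Em 500-530) from Vif-expressing HeLa A3G-eYFP cells; more signal means A3G escaped Vif-mediated degradation. Cells plated overnight, compound pinned in, incubated overnight at 37 deg C.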
ALOX12 inh = Primary qHTS assay for inhibitors of human arachidonate 12S-lipoxygenase (ALOX12): Round 2; Polyunsaturated fatty acid lipoxygenase ALOX12 (Homo sapiens), P18054; purified 12hLO, xylenol orange hydroperoxide absorbance; Potency, µM (titrated, usually from 108 µM), without a hit: at the top dose activity change, negative = inhibition, usual class: inhibitors; AID 1671190, 2021; 1.1% of 580,000 active; also: % is scaled to controls: 0 for no effect and ±100 for the full control effect
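Purified human 12hLO (150 nM final) in 25 mM Hepes, 0.01% Triton X-100, pH 7.0 was preincubated 15 min at room temperature with compound. Then 40 uM arachidonic acid was added, 30 min. Hydroperoxide was read by Fe-XO absorbance ratio 573/405 nm.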
The depositor's hits bear a star; & = joins results of further samples; [ ] = remark or other dose. Calls follow the shape of the dose curve; as a rule, active = well fitted curve in the direction sought with a large enough effect; inconclusive = small, poorly fitted or top-dose-only effect, or another doubt; inactive = no such curve, though single readings can be large; an effect the other way counts as inactive or inconclusive. Potency is read from the fitted curve at half-maximal effect. Not all compounds are listed; the hit share may differ from the screen's.

How did Cc1ccc(CN2CCC(CNc3ncnc4onc(-c5ccc(F)cc5)c34)CC2)cc1 do in these assays?
Vif-APOBEC3F blk: 0%; TrxR1 inh: 6%; RGS4 inh: -22%; USP1-UAF1 inh: -13%; TrxR1 substrate: 4%; RXFP1 ag: 2.2%; IDH1 R132H inh: -9%; Vif-A3G inh: 2%; ALOX12 inh: inconclusive

How did O=C(Nc1cccc(-c2csc(Nc3ccccc3)n2)c1)c1cc([N+](=O)[O-])cc(C(F)(F)F)c1 do in these assays?
Vif-APOBEC3F blk: -3%; TrxR1 inh: 10%[57.1 µM]; RGS4 inh: -12%; USP1-UAF1 inh: -20%; TrxR1 substrate: -9%[57.1 µM]; RXFP1 ag: -1.7%; IDH1 R132H inh: 15%; Vif-A3G inh: 1%; ALOX12 inh: -2%

Results for COC(=O)c1ccc(-n2nnnc2SC)cc1 ?
Vif-APOBEC3F blk: -1%; TrxR1 inh: inconclusive; RGS4 inh: -36%; USP1-UAF1 inh: 6%; TrxR1 substrate: -11%; RXFP1 ag: -0.1%; IDH1 R132H inh: -7%; Vif-A3G inh: 1%; ALOX12 inh: -20%

How did O=C(Nc1ccc2c(c1)OCCO2)c1cnc2ccccn2c1=O do in these assays?
Vif-APOBEC3F blk: 0%; TrxR1 inh: 15%; RGS4 inh: 32%; USP1-UAF1 inh: -11%; TrxR1 substrate: 7%; IDH1 R132H inh: 17%; Vif-A3G inh: 0%; ALOX12 inh: -16%

What do the screens show for `COc1ccc(CCNC(=O)C/C(C)=N/NC(=O)c2ccc([N+](=O)[O-])cc2Cl)cc1OC`?
Vif-APOBEC3F blk: 4%; TrxR1 inh: 2%; RGS4 inh: 6%; USP1-UAF1 inh: -8%; TrxR1 substrate: 10%; RXFP1 ag: -0.8%; IDH1 R132H inh: 6%; Vif-A3G inh: 0%; ALOX12 inh: inconclusive

What do the screens show for `CC1(c2ccccc2)NC(=O)N(CC(=O)N(CC(=O)Nc2ccccc2C(F)(F)F)Cc2ccco2)C1=O` (stereo not given)?
Vif-APOBEC3F blk: 4%; TrxR1 inh: -14%; RGS4 inh: -5%; USP1-UAF1 inh: -26%; TrxR1 substrate: -3%; RXFP1 ag: -0.6%; IDH1 R132H inh: 6%; Vif-A3G inh: 0%; ALOX12 inh: 0%

Results for CCOc1ccccc1C1C(C#N)=C(N)Oc2cc(N)ccc21 (stereo not given) ?
Vif-APOBEC3F blk: 1%; TrxR1 inh: 12%; RGS4 inh: -7%; USP1-UAF1 inh: -1%; TrxR1 substrate: -6%; RXFP1 ag: -1.2%; IDH1 R132H inh: -1%; Vif-A3G inh: -12%; ALOX12 inh: 22%

How did COc1ccc(C(CNC(=O)C(CCSC)NC(=O)c2ccccc2Cl)N2CCCC2)cc1 (stereo not given) do in these assays?
Vif-APOBEC3F blk: -20%; TrxR1 inh: 5%; RGS4 inh: 19%; USP1-UAF1 inh: -13%; TrxR1 substrate: -4%; RXFP1 ag: 0.5%; IDH1 R132H inh: -11%; Vif-A3G inh: 0%; ALOX12 inh: -2%

Results for O=C(COc1ccccc1)NCCSc1ccccc1 ?
Vif-APOBEC3F blk: 4%; TrxR1 inh: -11%; RGS4 inh: -12%; USP1-UAF1 inh: 1%; TrxR1 substrate: -7%; RXFP1 ag: 0.9%; IDH1 R132H inh: 3%; Vif-A3G inh: -1%; ALOX12 inh: 0%

Results for CCOc1ccc2nc(NC(=O)C(CCSC)NS(=O)(=O)c3cccs3)sc2c1 (stereo not given) ?
Vif-APOBEC3F blk: 5%; TrxR1 inh: 7%[57.1 µM]; RGS4 inh: 7%; USP1-UAF1 inh: -4%; TrxR1 substrate: 2%[57.1 µM]; RXFP1 ag: 0.4%; IDH1 R132H inh: -2%; Vif-A3G inh: -9%

Results for O=C(OCc1ccccc1)c1ccc(NCc2cc(O)ccc2O)cc1 ?
Vif-APOBEC3F blk: inconclusive; TrxR1 inh: -10%; RGS4 inh: -23%; USP1-UAF1 inh: -18%; TrxR1 substrate: -1%; IDH1 R132H inh: 2%; Vif-A3G inh: inconclusive; ALOX12 inh: inconclusive

Results for CCCCn1c(SCC(=O)NC(=O)NCc2ccco2)nc2cc(S(N)(=O)=O)ccc21 ?
Vif-APOBEC3F blk: -5%; TrxR1 inh: inconclusive; RGS4 inh: -47%; USP1-UAF1 inh: -20%; TrxR1 substrate: -4%; RXFP1 ag: 1.7%; IDH1 R132H inh: -1%; Vif-A3G inh: -4%; ALOX12 inh: -22%

What do the screens show for `COc1ccc(C2=NOC(C(=O)NCC(C)C)C2)cc1` (stereo not given)?
Vif-APOBEC3F blk: -7%; TrxR1 inh: 10%; RGS4 inh: -8%; USP1-UAF1 inh: 0%; TrxR1 substrate: -1%; RXFP1 ag: -1.9%; IDH1 R132H inh: 1%; Vif-A3G inh: 0%; ALOX12 inh: -6%

Results for CN1CCN(C(=O)c2ccc3c(c2)S(=O)(=O)c2ccccc2C3=O)CC1 ?
Vif-APOBEC3F blk: 11%; TrxR1 inh: -11%; RGS4 inh: 17%; USP1-UAF1 inh: -15%; TrxR1 substrate: -5%; RXFP1 ag: -0.1%; IDH1 R132H inh: -7%[38.3 µM]; Vif-A3G inh: 3%; ALOX12 inh: -7%

What do the screens show for `CCC1COCCS(=O)(=O)N1Cc1ccc(C)cc1` (stereo not given)?
Vif-APOBEC3F blk: 4%; TrxR1 inh: 23%[57.1 µM]; RGS4 inh: -4%; USP1-UAF1 inh: -23%; TrxR1 substrate: -3%&-3%; RXFP1 ag: -4.3%; IDH1 R132H inh: -6%; Vif-A3G inh: 0%&-5%

What do the screens show for `Cc1ccc(-n2nc(C)c3c(C)c(CCC(=O)NCc4ccccc4Cl)c(C)nc32)cc1C`?
Vif-APOBEC3F blk: 1%; TrxR1 inh: 15%; RGS4 inh: 4%; USP1-UAF1 inh: -27%; TrxR1 substrate: 26%; RXFP1 ag: 14%; IDH1 R132H inh: -11%; Vif-A3G inh: 1%; ALOX12 inh: 0%

Results for Cc1cc2c(c(/C=C/C(=O)c3ccccc3)c1)OC1(C=C2)Oc2ccccc2C(=O)N1C (stereo not given) ?
Vif-APOBEC3F blk: -4%; TrxR1 inh: 30%[57.1 µM]; RGS4 inh: 1%; USP1-UAF1 inh: -14%; TrxR1 substrate: -4%; RXFP1 ag: 2.5%; IDH1 R132H inh: 11%; Vif-A3G inh: 0%; ALOX12 inh: inconclusive

Results for O=C(CSc1nnc2c3ccccc3c3ccccc3c2n1)Nc1ccccc1F ?
Vif-APOBEC3F blk: 1%; TrxR1 inh: -20%; RGS4 inh: -31%; USP1-UAF1 inh: -5%; TrxR1 substrate: -10%; RXFP1 ag: 1.9%; IDH1 R132H inh: 11%; Vif-A3G inh: -10%; ALOX12 inh: -9%

What do the screens show for `COCC(C)NC(C(=O)Nc1ccc(C)c(Cl)c1)c1ccccc1` (stereo not given)?
Vif-APOBEC3F blk: -2%; TrxR1 inh: 14%; RGS4 inh: -2%; USP1-UAF1 inh: 3%; TrxR1 substrate: 19%; RXFP1 ag: -0.2%; IDH1 R132H inh: 1%; Vif-A3G inh: -3%; ALOX12 inh: 4%

What do the screens show for `N#Cc1ccccc1CSc1nc2ncc(Br)cc2[nH]1`?
Vif-APOBEC3F blk: -6%; TrxR1 inh: 25%; RGS4 inh: -5%; USP1-UAF1 inh: -20%; TrxR1 substrate: 5%; RXFP1 ag: 27%; IDH1 R132H inh: -4%; Vif-A3G inh: -1%&-17%; ALOX12 inh: inconclusive

Random excerpt: 2 entries already listed.
What do the screens show for `COc1ccc(CCNC(=O)C/C(C)=N/NC(=O)c2ccc([N+](=O)[O-])cc2Cl)cc1OC`?
Vif-APOBEC3F blk: 4%; TrxR1 inh: 2%; RGS4 inh: 6%; USP1-UAF1 inh: -8%; TrxR1 substrate: 10%; RXFP1 ag: -0.8%; IDH1 R132H inh: 6%; Vif-A3G inh: 0%; ALOX12 inh: inconclusive

What do the screens show for `CCC1COCCS(=O)(=O)N1Cc1ccc(C)cc1` (stereo not given)?
Vif-APOBEC3F blk: 4%; TrxR1 inh: 23%[57.1 µM]; RGS4 inh: -4%; USP1-UAF1 inh: -23%; TrxR1 substrate: -3%&-3%; RXFP1 ag: -4.3%; IDH1 R132H inh: -6%; Vif-A3G inh: 0%&-5%
